Mtb UGM inh – Mtb UDP-galactopyranose mutase inhibition; P9WIQ1; purified UGM, fluorescence polarization probe displacement; inhibition, % at 10 µM; hit rate 0.06% among 320,000; in the data active means inhibition above about 10%, passing the limit was not always enough; inconclusive means no clear call, values can overlap the other calls
GDH-TPI counter – counter-screen for M. tuberculosis FBA inhibitors: GDH-TPI coupled enzymes; GDH-TPI coupled enzyme counterscreen, NADH absorbance; inhibition, % at 4.8 µM; hit rate 1.2% among 360,000; in the data active means inhibition above about 30%;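 further: 0% = DMSO wells and 100% = wells lacking the enzyme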
PfHsp40 rescue – restores yeast growth despite PfHsp40 toxicity. S. cerevisiae expressing PfHsp40, growth rescue, ATP luminescence. hit rate 0.68% among 340,000. AID 504582. growth rescue, % at 12.5 µM; in the data active means growth rescue above about 28%, passing the limit was not always enough; inconclusive means no clear call, values can overlap the other calls;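 further: yeast W303a lacking pdr1 and pdr3 grown in galactose medium; growth measured after three days at 30 °C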
Anthrax LF inh2 – blocks Bacillus anthracis lethal factor protease | AID 588501 | multiplex microsphere protease cleavage assay, LF | hit rate 0.12% among 360,000 | inhibition, % at 10 µM | P15917; further: plate controls were buffer without enzyme for full effect and enzyme alone for no effect
Target sequence (P15917 whole entry, looked up): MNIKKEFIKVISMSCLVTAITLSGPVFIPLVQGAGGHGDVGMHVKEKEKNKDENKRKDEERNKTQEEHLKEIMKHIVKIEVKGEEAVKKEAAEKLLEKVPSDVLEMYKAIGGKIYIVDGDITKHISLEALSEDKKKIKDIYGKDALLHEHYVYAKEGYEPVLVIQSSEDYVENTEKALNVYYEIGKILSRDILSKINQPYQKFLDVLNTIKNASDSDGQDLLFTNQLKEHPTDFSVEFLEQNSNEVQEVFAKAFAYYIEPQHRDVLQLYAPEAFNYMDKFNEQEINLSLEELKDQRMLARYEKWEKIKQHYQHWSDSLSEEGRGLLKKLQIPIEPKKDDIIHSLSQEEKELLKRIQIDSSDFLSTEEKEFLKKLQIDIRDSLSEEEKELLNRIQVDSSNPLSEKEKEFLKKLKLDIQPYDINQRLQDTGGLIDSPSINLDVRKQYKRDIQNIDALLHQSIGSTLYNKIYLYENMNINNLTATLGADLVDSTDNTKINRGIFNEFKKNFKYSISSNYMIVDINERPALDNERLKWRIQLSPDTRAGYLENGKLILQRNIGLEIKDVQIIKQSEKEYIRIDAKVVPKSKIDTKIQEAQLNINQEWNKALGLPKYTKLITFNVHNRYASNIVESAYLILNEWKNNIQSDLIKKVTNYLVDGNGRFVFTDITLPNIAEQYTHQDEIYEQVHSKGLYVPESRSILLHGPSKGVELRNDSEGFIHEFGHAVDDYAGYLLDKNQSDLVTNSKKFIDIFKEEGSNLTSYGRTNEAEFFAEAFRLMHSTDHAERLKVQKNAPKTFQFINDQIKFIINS
BoNT-F LC inh – BoNT F light chain protease inhibition; inhibition, % at 10 µM; Multiplex microsphere protease cleavage assay, flow cytometry; hit rate 0.22% among 360,000; in the data active means inhibition above about 35%, passing the limit was not always enough; inconclusive means no clear call, values can overlap the other calls; further: plate controls were buffer without enzyme for full effect and enzyme alone for no effect
BoNT-A LC inh2 – BoNT A light chain protease inhibition | multiplex microsphere protease substrate cleavage, flow cytometry | inhibition, % at 10 µM | hit rate 0.17% among 360,000; further: plate controls were buffer without enzyme for full effect and enzyme alone for no effect
FBA Mtb inh – inhibitors of M. tuberculosis fructose-bisphosphate aldolase. P9WQA3. hit rate 2.3% among 360,000. inhibition, % at 1 µM. purified M. tuberculosis FBA, fluorescence read-out; in the data active means inhibition above about 27%;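 further: 0% = vehicle and 100% = reference inhibitor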
FadD28 binding – M. tuberculosis FadD28 bisubstrate binding inhibition; inhibition, % at 12.5 µM; AID 588549; hit rate 0.22% among 360,000; FadD28 bisubstrate probe binding, fluorescence polarization; in the data active means inhibition above about 8.5%, passing the limit was not always enough; inconclusive means no clear call, values can overlap the other calls
Mtb BioA inh – blocks M. tuberculosis BioA enzyme activity. purified M. tuberculosis BioA enzyme, plate reader. hit rate 0.096% among 360,000. inhibition, % at 9.99 µM; in the data active means inhibition above about 40%; inconclusive means no clear call, values can overlap the other calls
An asterisk follows results filed as active; ? = inconclusive; · = no result given. Unless noted, no stated cut-off is given here; in the data, active means inhibition above about 30%; inconclusive means no clear call, values can overlap the other calls; inactive means below that.

Below each compound – Anthrax LF inh2, Mtb BioA inh, BoNT-A LC inh2, FBA Mtb inh, PfHsp40 rescue, Mtb UGM inh, BoNT-F LC inh, FadD28 binding, GDH-TPI counter
(1) Cc1nc(C(=O)Nc2cc(F)cc(Cl)c2)sc1C1(C)CC(c2ccccc2)=NO1 (configuration not stated)
→ -3, 2.5, 0.6, -1, 3.9, 0.2, -5, -5.3, 6
(2) CC(=O)Nc1ccc(C(=O)NCC2CCCCC2)cc1
→ -4, -2.0, -1.7, 0, -0.2, 1.6, -13, -3.8, -7
(3) Cc1cccc(NC2=CC(=O)OC(C)C2)c1 (configuration not stated)
→ -1, 2.4, 0.1, 2, -1.0, 0.4, -2, -2.7, -4
(4) Cc1c(Cl)cccc1NC(=S)Nc1ccccn1
→ -2, -2.2, -0.2, -5, -1.5, -0.4, -4, -4.5, -3
(5) O=C1OC(/C(=C\Nc2cc(Cl)ccc2O)[N+](=O)[O-])c2ccccc21 (configuration not stated)
→ -4, ·, -0.4, 1, 0.8, 2.6, -8, 0.0, 13
(6) CCN(Cc1ccccc1)S(=O)(=O)c1ccc(C(=O)N(CCCN(C)C)c2nc3cc4c(cc3s2)OCCO4)cc1
→ -7, 0.1, 1.1, 0, -0.1, 0.8, -3, -6.5, -3
(7) CCN(CCCNC(=O)CCCN1C(=O)COc2ccc(C)cc21)c1cccc(C)c1
→ 1, -0.9, -0.2, 1, -0.3, -2.0, 0, -1.2, 12
(8) O=C1[C@H]2[C@H](C=CC[C@H]2C(=O)N2CCOCC2)CCN1Cc1ccccc1
→ -6, -2.0, -0.2, -2, -0.7, -1.9, -4, -3.6, 3
(9) O=C(Nc1cc(Oc2ccccc2)cc([N+](=O)[O-])c1)C12CC3CC(C1)CC(n1cnc(Cl)n1)(C3)C2
→ -1, -1.9, 0.1, 2, -0.3, -0.9, -11, -1.2, 4
(10) CC(C)N1CCCC(C)(C(=O)Nc2nc3ccccc3n2C)C1 (configuration not stated)
→ 5, -0.7, -0.2, -3, ·, ·, 2, -3.2, 6
(11) O=C(Cn1nnc(-c2ccccc2Cl)n1)N/N=C/c1ccc2c(c1)OCO2
→ 4, 1.6, 0.5, -6, 60*, -1.2, -10, 0.0, 12
(12) CCOc1ccc(-n2nnnc2SCC(=O)NNC(=O)c2ccco2)cc1
→ 1, ·, -1.4, 10, 0.4, 2.4, -4, -0.7, 0
(13) CC1CCN(C(=O)CCCC(=O)O)CC1
→ -1, ·, -0.4, 0, -0.6, -2.8, 1, -0.7, 5
(14) NS(=O)(=O)c1ccc(N=Cc2ccc(Br)s2)cc1
→ -1, 1.9, 0.8, 0, -0.1, 1.0, -4, -0.3, 10
(15) O=C1ON=C(c2ccc([N+](=O)[O-])cc2)/C1=C/c1ccccc1O
→ -4, 2.4, -1.3, -2, -1.0, -0.7, -14, ?, -3
(16) Cc1ccc(Cn2c(C(=O)NCCCN3CCOCC3)cc3sccc32)cc1
→ -5, 2.5, -1.8, 5, 0.5, -0.5, -3, -0.2, 4
(17) CC[C@H]1C=C[C@@H](C(C(=O)OC)C(=O)OC)CN1C(C)=O
→ -5, 0.6, -2.3, -1, 0.0, ·, -25, -2.3, 5
(18) Cc1cc2cc(CN(Cc3ccco3)C(=O)C3CCCCC3)c(=O)[nH]c2cc1C
→ 1, 0.1, -0.3, -1, -0.3, 0.9, 3, -2.4, -3
(19) CCCCCCC#Cc1ccc2c(c1)COc1c3ccccc3nn1-2
→ -6, -1.1, 0.1, 0, -1.4, 6.9, -4, -0.4, 9
(20) O=C1CCCCCN1Cc1nnc(SCc2nc3ccccc3s2)n1-c1ccccn1
→ -1, 0.6, 2.0, -1, -1.5, 0.7, 2, -1.3, 3
(21) Cc1ccc(N(CC(N)=O)C2SC(=O)N(Cc3ccccc3)C2=O)cc1 (configuration not stated)
→ 0, -1.0, -0.9, -1, -0.2, 1.7, -2, -3.7, 2
(22) CCOc1ccc(CCNC(=O)C2CCN(S(=O)(=O)CC)CC2)cc1OCC
→ -1, 2.4, -1.0, 2, -0.3, 0.9, -3, -0.3, 10
(23) COC(=O)c1ccc(C(=O)N2CCCC(CNC(=O)c3ccccc3Cl)C2)cc1 (configuration not stated)
→ -2, ·, 0.1, 2, -0.6, 2.2, -1, -0.6, 3
(24) COc1ccc(CN2CC(=O)N3[C@H]4c5ccc(OC)cc5OC[C@@H]4[C@H](c4ccccc4)[C@]3(C)C2=O)cc1
→ -10, -1.2, -0.4, 1, 1.3, 1.3, 4, -5.4, 8
(25) S=c1[nH]nc(NCCCN2CCOCC2)s1
→ -4, ·, -0.7, 2, -0.8, -0.8, 2, 0.4, 3
(26) C/C(N)=C(/C#N)C(=O)CSc1nncn1-c1ccccc1
→ -5, -0.4, 0.2, 1, -1.1, 0.1, -6, -1.3, 2
(27) OCc1c(OCc2cccc(F)c2)ccc2ccccc12
→ -5, 0.4, 0.1, 1, 3.1, -0.2, -18, -3.6, 0
(28) COc1cccc2sc(NNC(=O)C3COc4ccccc4O3)nc12 (configuration not stated)
→ -1, ·, -0.4, -1, 2.4, 2.7, -8, 0.8, -1
(29) COc1cccc(/C=N/NC(=O)c2ccc(=O)[nH]n2)c1O
→ -5, -0.7, -1.5, 3, -0.2, 0.0, -6, -0.4, 31*
(30) O=C(CCCC(=O)OCC(Cl)=C(Cl)Cl)Nc1cccc2ccccc12
→ -1, ·, 2.8, 2, 3.9, 0.5, 24, 0.2, 0
(31) C(#CCN1CCCC1)CC(c1ccccc1)c1ccccc1
→ -1, ·, -1.7, 2, 0.4, -1.7, -5, -5.3, -4
(32) CC(CC(=O)NCc1ccc(Cl)cc1)S(=O)(=O)c1ccc2c(c1)NC(=O)CO2 (configuration not stated)
→ 0, 1.0, 1.5, 2, -0.3, -3.0, 9, -3.1, 3
(33) Cc1ccccc1C(=O)Nc1ccc2c(c1)nc(CCNC(=O)c1ccco1)n2C
→ 0, 1.4, 1.0, -3, 1.4, -3.9, 3, -3.3, 1
(34) COc1cc(OC)cc(C(=O)NCCCN2CCN(CCCNC(=O)c3cc(OC)cc(OC)c3)CC2)c1
→ 7, ·, 9.6, 0, -0.2, -0.3, -1, -5.5, 3
(35) Cn1c(SCc2ccccc2Br)nc2ccccc2c1=O
→ ·, -2.2, ·, 1, -0.1, 0.0, ·, -1.4, 4
(36) CCCCCCC(C)OC(=O)c1ccccc1C(=O)O (configuration not stated)
→ 12, -0.1, 0.7, -2, -1.2, 1.5, 35*, -5.5, -10
(37) CCCN1CCC(NC(=S)Nc2ccc(C(=O)OCC)cc2)CC1
→ -1, ·, -0.2, -2, -0.8, 0.5, -3, -1.2, 4
(38) CC(C)N(Cc1cc2ccccc2[nH]c1=O)C(=O)C1CCCCC1
→ -5, ·, 0.0, 1, 2.7, 1.8, -9, -1.3, 12
(39) COc1cccc(-c2nn(C)c3sc(C(=O)N4CCN(c5ccccc5)CC4)cc23)c1
→ -11, -0.8, -0.3, 5, 2.5, -1.3, -5, -1.6, 14
(40) COc1ccc(-c2nsc(SCC(=O)NCc3ccc4c(c3)OCO4)n2)cc1
→ 0, ·, -0.6, 0, -1.5, 0.9, -8, -1.1, 0
(41) O=C(NCc1ccc2c(c1)OCO2)c1cc(-c2ccccc2)c(N2CCOCC2)s1
→ 3, -1.6, 1.3, 7, -0.5, -2.0, 6, 1.2, 10
(42) COc1ccc(C(CNC(=O)c2ccc(S(=O)(=O)Nc3ccc(F)cc3)cc2)N(C)C)cc1 (configuration not stated)
→ 3, -1.8, -0.9, 1, -1.0, -0.4, -14, -0.3, -4
(43) COc1ccc(-c2cc3nc(-c4ccccc4)cc(N4CCN(C(=O)c5ccoc5)CC4)n3n2)cc1
→ -6, -1.3, -0.1, 56*, ·, ·, 0, -1.3, 12
(44) Cc1ccc(C)c(S(=O)(=O)N/N=C/c2cccnc2)c1
→ 1, ·, -0.6, -3, 0.7, -3.4, -1, -0.4, 3
(45) COc1ccc(C(=O)Nc2ccc(-c3n[nH]c(=S)o3)cc2)cc1
→ -1, 2.5, -2.5, 1, 0.2, -0.2, -35, -0.8, 15
(46) O=[N+]([O-])c1cccnc1Oc1cccnc1
→ -1, 0.2, -0.4, 7, -0.7, -2.7, -10, 0.7, 0
(47) COc1ccc(-c2nn(-c3ccccc3)cc2C(=O)NCC(c2cccs2)N2CCOCC2)cc1 (configuration not stated)
→ 0, ·, 1.9, -3, 0.2, 2.6, 0, -1.9, 8
(48) O=C(O)c1ccccc1N(Cc1ccccc1)C(=O)COc1ccccc1
→ -3, -2.2, 1.1, 5, -1.7, 0.4, -2, 0.5, 8
(49) CSc1ccccc1NC(=O)CSCc1ccc(C)cc1
→ -6, -0.8, -0.2, 2, 4.6, -0.1, -5, -1.3, 11
(50) CCOC(=O)Cn1c2ccccc2c2nc3ccccc3nc21
→ 8, -0.5, 7.2, -1, 11, -1.3, 16, -3.0, 15
(51) Cc1ccc(C2=NN(CCC#N)C(=O)CO2)cc1
→ -10, -0.5, 0.2, 0, -0.3, -1.5, 16, 0.8, 4
(52) O=C(NCc1cccnc1)c1cc(C2CCCCN2C(=O)CCc2ccccc2)on1 (configuration not stated)
→ 6, 0.8, 0.1, 0, ·, ·, 4, -1.1, 2
(53) CCOC(=O)CCC(=O)O[C@H]1[C@H](O[C@@H]2[C@@H](C)[C@H](O[C@H]3C[C@@](C)(OC)[C@@H](O)[C@H](C)O3)[C@@H](C)C(=O)O[C@H](CC)[C@@](C)(O)[C@H](O)[C@@H](C)C(=O)[C@H](C)C[C@@]2(C)O)O[C@H](C)C[C@@H]1N(C)C
→ 9, 0.3, -0.5, 2, -1.3, 0.6, -2, 1.2, -2
(54) COc1ccc(CCNC(=O)c2ccc(-c3ccc([N+](=O)[O-])cc3)o2)cc1OC
→ 9, ·, 23, -1, -0.1, -2.5, 8, 0.0, 20
(55) Cc1cc(C)cc(NC(=O)CSc2nnc(-c3ccncc3)o2)c1
→ 2, -0.7, 2.7, 0, 0.8, 1.2, 3, -3.1, 6
(56) O=C(CCNC(=O)c1ccc(Cl)cc1)Nc1ccc(Cl)cc1F
→ -2, ·, -0.1, 1, -1.1, 0.2, -4, -2.1, 10
(57) COc1ccccc1NC(=S)NCc1ccc(S(N)(=O)=O)cc1
→ -1, -4.3, -1.0, 0, 0.8, -0.4, -8, 1.0, 9
(58) Cc1ccc(C)c(-n2nnnc2Sc2nnnn2-c2ccccc2)c1
→ -1, -0.4, 0.3, 5, -0.3, -3.6, -4, -4.1, -2
(59) Brc1ccc(Oc2ccc(Br)cc2Br)c(Br)c1
→ -4, -0.1, -0.6, -4, 0.1, 1.1, -7, -3.8, -6
(60) COC(=O)c1ccc(Oc2coc3cc(OCc4ccc([N+](=O)[O-])cc4)ccc3c2=O)cc1
→ 3, ·, 0.7, 0, -1.5, -0.7, -2, 0.9, 3
(61) Cc1c(NS(=O)(=O)c2ccc(Cl)c(C(=O)OCC(=O)NCc3ccco3)c2)c(=O)n(-c2ccccc2)n1C
→ -4, -0.8, -0.6, -5, 1.1, 0.7, -1, -1.8, -1

Screening data (PubChem BioAssay)

Rows are unselected, and some 4.7% of all compounds hit somewhere here.
